# Bioassay records (PubChem)
# IDE exosite inh – displaces the probe from the exo-site of human IDE | P14735 | purified IDE, FL-6b probe fluorescence polarization; stronger effect = lower value | z-score at 20 µM | 17,000 compounds, 6.3% hits | AID 1259349;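 active = z-score of -3 or lower, meaning strong loss of probe binding signal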;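 also: His-tagged human IDE residues 42-1019 made in E. coli with 30 nM FL-6b probe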
# Target sequence (P14735 42-1019 limits assumed): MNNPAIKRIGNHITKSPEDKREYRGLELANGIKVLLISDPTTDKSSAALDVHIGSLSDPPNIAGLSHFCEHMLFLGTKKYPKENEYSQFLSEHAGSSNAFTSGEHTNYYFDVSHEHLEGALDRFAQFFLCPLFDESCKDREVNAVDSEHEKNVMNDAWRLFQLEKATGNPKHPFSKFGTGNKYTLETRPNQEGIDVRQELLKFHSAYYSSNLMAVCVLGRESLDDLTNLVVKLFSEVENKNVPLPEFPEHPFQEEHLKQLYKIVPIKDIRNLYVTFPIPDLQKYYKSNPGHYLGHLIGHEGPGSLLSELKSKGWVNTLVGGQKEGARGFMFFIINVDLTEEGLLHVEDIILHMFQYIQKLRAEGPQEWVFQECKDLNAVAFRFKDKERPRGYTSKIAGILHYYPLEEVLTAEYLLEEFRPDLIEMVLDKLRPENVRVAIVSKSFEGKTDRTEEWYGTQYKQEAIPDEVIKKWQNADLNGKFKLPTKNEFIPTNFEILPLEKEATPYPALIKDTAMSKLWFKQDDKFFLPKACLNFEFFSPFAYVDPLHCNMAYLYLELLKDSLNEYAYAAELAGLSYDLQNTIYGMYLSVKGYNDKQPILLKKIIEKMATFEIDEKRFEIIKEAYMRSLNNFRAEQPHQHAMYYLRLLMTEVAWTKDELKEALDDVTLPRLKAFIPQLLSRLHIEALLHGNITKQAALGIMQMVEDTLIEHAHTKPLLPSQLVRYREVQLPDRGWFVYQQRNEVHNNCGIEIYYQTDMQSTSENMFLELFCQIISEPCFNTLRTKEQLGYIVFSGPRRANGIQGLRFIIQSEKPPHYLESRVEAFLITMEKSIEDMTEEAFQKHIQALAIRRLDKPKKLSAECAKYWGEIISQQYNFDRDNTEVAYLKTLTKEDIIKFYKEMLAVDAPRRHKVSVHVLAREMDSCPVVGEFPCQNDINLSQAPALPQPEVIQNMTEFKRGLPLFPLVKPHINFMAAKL
# An asterisk follows results filed as active; & = joins results of further samples; ! = repeats disagree.
> N#C[C@@H]1[C@H](c2ccccc2C2=CCCCC2)[C@H](CO)N1C(=O)c1cccc(F)c1
  IDE exosite inh: 2.6

> CN1C(=O)c2cc(NC(=O)c3ccc4c(c3)OCO4)ccc2OC[C@H]2O[C@H](CC(=O)O)CC[C@@H]21
  IDE exosite inh: -2.6

> COc1ccc(C#Cc2ccc([C@H]3[C@@H](CO)N4C(=O)CN(C(=O)c5ccccc5)C[C@H]34)cc2)cc1
  IDE exosite inh: 2.2

> CN(C)C(=O)c1cc2c(c(-c3cccc(C4=CCCCC4)c3)n1)[C@@H](CCO)N(S(C)(=O)=O)C2
  IDE exosite inh: 0.68

> COc1ccccc1NC(=O)N1CCCCN2[C@H](CO)[C@@H](c3ccc(-c4cccc(C#N)c4)cc3)[C@H]2C1
  IDE exosite inh: 0.14

> COc1ccc2c3c([nH]c2c1)[C@H](CO)N(Cc1ccncc1)CC31CN(Cc2ccc(-c3ccccn3)cc2)C1
  IDE exosite inh: -2

> Cc1ccccc1S(=O)(=O)N1C[C@@H](O)COC[C@H]2O[C@H](CC(=O)N3CCCCC3)CC[C@@H]21
  IDE exosite inh: 0.34

> COc1ccc(-c2ccc([C@@H]3[C@@H](CO)N4CCCCN(C(=O)c5ccc(F)cc5)C[C@H]34)cc2)cc1
  IDE exosite inh: 0.096

> COc1ccccc1S(=O)(=O)N1C[C@@H]2N[C@H](C1)C2c1ccc(-c2ccncc2)cc1 (some centres undefined)
  IDE exosite inh: 4.1

> CC(=O)N1CCCCN2[C@H](CO)[C@H](c3ccc(-c4ccncc4)cc3)[C@@H]2C1
  IDE exosite inh: 1.2

> CN(C)CC(=O)N1CC2(C1)[C@H](c1ccccc1)[C@H](CO)N2C(=O)C1CC1
  IDE exosite inh: -1.1

> O=C1CCCc2cnnn2COCCN1
  IDE exosite inh: -0.5

> O=C(CC1CC1)N1CC(=O)N2[C@H](CO)[C@H](c3ccc(C#Cc4ccccc4)cc3)[C@@H]2C1
  IDE exosite inh: -10*

> COc1ccc(S(=O)(=O)N2CCCCN3[C@H](C2)[C@@H](c2ccc(C#CC(C)C)cc2)[C@@H]3CO)cc1
  IDE exosite inh: 2.6

> CC(C)c1cn(CC[C@@H]2CC[C@H](NS(=O)(=O)c3ccc(F)cc3)[C@H](CO)O2)nn1
  IDE exosite inh: 3.2

> OC[C@@H]1[C@@H](c2ccc(/C=C/c3ccccc3)cc2)[C@@H]2CN(Cc3cccnc3)CCCCN12
  IDE exosite inh: -0.94

> CC(C)C#Cc1ccc([C@@H]2[C@@H](CO)N3C(=O)CN(S(=O)(=O)c4ccccc4)C[C@H]23)cc1
  IDE exosite inh: -1

> O=C(NC[C@H]1[C@H](c2ccccc2)[C@H](CO)N1C(=O)Cc1cccnc1)C1CCC1
  IDE exosite inh: 2

> Cc1ccc(S(=O)(=O)N(C)C[C@H]2Oc3cc(C#CC4CCCC4)ccc3S(=O)(=O)N([C@H](C)CO)C[C@H]2C)cc1
  IDE exosite inh: -0.78

> COc1cccc(NC(=O)N2C[C@@H](O)COC[C@H]3O[C@@H](CC(=O)N(C)C)CC[C@@H]32)c1
  IDE exosite inh: 1.6

> C[C@H]1CN([C@@H](C)CO)C(=O)c2ccccc2-c2ccccc2CO[C@@H]1CN(C)C(=O)NC1CCCCC1
  IDE exosite inh: 0.93

> CCCC#Cc1ccc([C@@H]2[C@@H](CO)N3CCCCN(Cc4cncnc4)C[C@H]23)cc1
  IDE exosite inh: 3.7

> O=C(C[C@H]1CC[C@H]2[C@@H](COC[C@@H](O)CN2Cc2ccc(Oc3ccccc3)cc2)O1)N1CCN(c2ccccc2)CC1
  IDE exosite inh: 0.18

> CO[C@H]1CN(C)C(=O)c2ccc(NC(=O)C3CCC3)cc2OC[C@@H](C)N(Cc2ccccn2)C[C@@H]1C
  IDE exosite inh: 0.16

> CO[C@@H]1CC[C@@H]2CCOc3c(C#N)cccc3C(=O)N(C)C[C@@H](OC)[C@@H](C)C(=O)N(C)C[C@@H]1O2
  IDE exosite inh: -0.16

> CO[C@@H]1CN(C)C(=O)c2cc(NC(=O)NC3CCCCC3)ccc2OC[C@H](C)N(CC2CCOCC2)C[C@@H]1C
  IDE exosite inh: -0.6

> COc1ccccc1-c1ccc([C@@H]2[C@@H](C#N)N(C(=O)NC3CCCCC3)[C@@H]2CO)cc1
  IDE exosite inh: -10*

> O=C(c1ccncc1)N1C[C@H]2[C@@H](c3ccccc31)[C@H](CO)N2Cc1ccccc1F
  IDE exosite inh: -0.18

> C/C=C/c1ccc([C@@H]2[C@@H](CO)N[C@@H]2CN(CC)C(=O)CN2CCOCC2)cc1
  IDE exosite inh: -1.7

> COc1ccc(S(=O)(=O)N(C)C[C@H]2Oc3ccc(NC(=O)Nc4ccc(C(F)(F)F)cc4)cc3C(=O)N([C@@H](C)CO)C[C@H]2C)cc1
  IDE exosite inh: 1.6

> O=C(C[C@@H]1C=C[C@H](NC(=O)Cc2cccnc2)[C@H](CO)O1)NCc1ccc2c(c1)OCO2
  IDE exosite inh: 2.3

> CO[C@H]1CN(C)C(=O)c2cc(NC(=O)NC3CCCCC3)ccc2OC[C@@H](C)N(CC2CCOCC2)C[C@@H]1C
  IDE exosite inh: 0.82

> CCS(=O)(=O)N1CC2(CN(CC3CCOCC3)[C@@H](CO)c3c2c2ccc(OC)cc2n3C)C1
  IDE exosite inh: -2.1

> COc1ccc2c3c([nH]c2c1)[C@H](CO)N(Cc1nccs1)CC31CCN(Cc2cccnc2)CC1
  IDE exosite inh: -0.88

> COCC(=O)N(C)C[C@H]1[C@H](c2ccc(-c3ccccc3)cc2)[C@H](CO)N1C(C)=O
  IDE exosite inh: 2.4

> N#C[C@H]1[C@@H](c2ccccc2C2=CCCCC2)[C@@H](CO)N1C(=O)CN1CCOCC1
  IDE exosite inh: 0.092

> O=C(C1CCOCC1)N1CC(=O)N2[C@H](CO)[C@@H](c3ccc(C#CCc4ccccc4)cc3)[C@H]2C1
  IDE exosite inh: -0.33

> CN(C)C(=O)c1cccc(-c2ccc([C@@H]3[C@@H](CO)N(C(=O)C4CC4)[C@H]3C#N)cc2)c1
  IDE exosite inh: 2.1

> CCC(=O)N1CC(=O)N2[C@@H](CO)[C@H](c3ccc(-c4cccnc4)cc3)[C@@H]2C1
  IDE exosite inh: 1.4

> COc1cccc(-c2ccc3c(c2)[C@H]2[C@H](CCN2S(=O)(=O)c2ccccc2F)[C@H](CO)N3)c1
  IDE exosite inh: -0.16

> O=C(Nc1ccc(C(F)(F)F)cc1)N1[C@@H]2CNC[C@H]1C2c1ccc(-c2ccncc2)cc1 (some centres undefined)
  IDE exosite inh: 5.4&3.1

> O=C(c1ccccn1)N1CC(=O)N2[C@@H](CO)[C@H](c3ccc(C#Cc4ccccc4)cc3)[C@@H]2C1
  IDE exosite inh: -9.7*

> O=C(NC[C@H]1[C@H](c2ccccc2)[C@@H](CO)N1C(=O)C1CC1)NC1CCCC1
  IDE exosite inh: 1

> Cc1ccccc1S(=O)(=O)N1CC(=O)N2[C@@H](CO)[C@@H](c3ccc(C#Cc4ccccc4)cc3)[C@@H]2C1
  IDE exosite inh: -0.17

> C[C@@H]1CCCCO[C@H](CN(C)Cc2ccncc2)[C@H](C)CN([C@@H](C)CO)C(=O)c2cc(NS(=O)(=O)c3ccc(Cl)cc3)ccc2O1
  IDE exosite inh: 0.22

> CN1C(=O)c2cc(NC(=O)c3cscn3)ccc2OC[C@@H]2O[C@@H](CC(=O)N3CCOCC3)CC[C@H]21
  IDE exosite inh: 1.1

> CC(C)NC(=O)N1[C@H](CO)[C@H](c2ccc(C#CC3CC3)cc2)[C@@H]1C#N
  IDE exosite inh: 3.5

> C[C@@H]1CN([C@H](C)CO)C(=O)c2cc(NC(=O)NC3CCCCC3)ccc2O[C@@H]1CN(C)S(C)(=O)=O
  IDE exosite inh: 0.86

> O=C(N[C@H]1CC[C@@H](CC(=O)N2CCOCC2)O[C@@H]1CO)c1cccc(F)c1
  IDE exosite inh: 0.72

> COCC(=O)Nc1ccc2c(c1)[C@@H]1C[C@H](CC(=O)N3CCOCC3)O[C@@H](CO)[C@@H]1O2
  IDE exosite inh: -1.5

> C/C=C/c1ccc([C@@H]2[C@@H](CO)N3C(=O)CN(C(=O)c4ccncc4)C[C@H]23)cc1
  IDE exosite inh: 0.78

> CO[C@@H]1CC[C@@H]2CCN(C)C(=O)[C@H](C)N(C)C(=O)c3cccc(C#N)c3OC[C@H]1O2
  IDE exosite inh: 1.2

> CN(C)C(=O)c1ccc(-c2ccc([C@@H]3[C@@H](CO)N(C(=O)Cc4ccccn4)[C@H]3C#N)cc2)cc1
  IDE exosite inh: 0.87

> Cc1ccccc1-c1ccc(C2[C@H]3CNC[C@@H]2N3S(=O)(=O)c2cccc(F)c2)cc1 (some centres undefined)
  IDE exosite inh: -3.4*!

> O=C(Nc1cccc(F)c1)N1CC(=O)N2[C@H](CO)[C@@H](c3ccc(Br)cc3)[C@@H]2C1
  IDE exosite inh: 2.4

> COc1cccc(C#Cc2ccc([C@H]3[C@H](CO)N4C(=O)CN(C(C)=O)C[C@@H]34)cc2)c1
  IDE exosite inh: -5.4*

> COc1ccc(-c2ccccc2[C@@H]2[C@H](C#N)N(C(=O)C3CCC3)[C@H]2CO)cc1
  IDE exosite inh: 0.43

> CCC(=O)N1CC(=O)N2[C@H](CO)[C@@H](c3ccc(C#CCc4ccccc4)cc3)[C@@H]2C1
  IDE exosite inh: -0.78

> COCC(=O)N1CC(=O)N2[C@H](C1)[C@H](c1ccc(C#Cc3cccnc3)cc1)[C@@H]2CO
  IDE exosite inh: 1.4

> CCCC(=O)Nc1ccc2c(c1)C(=O)N(C)C[C@@H](OC)[C@@H](C)CN(Cc1ccc(F)cc1)[C@@H](C)CO2
  IDE exosite inh: -0.45

> CCCC#Cc1ccc([C@@H]2[C@@H](C#N)N(S(C)(=O)=O)[C@H]2CO)cc1
  IDE exosite inh: -0.86

> CO[C@@H]1CN(C)C(=O)c2ccc(NC(=O)c3ccccc3F)cc2OC[C@H](C)N(C)C[C@@H]1C
  IDE exosite inh: 0.62

> COc1ccccc1NC(=O)N1[C@@H]2CNC[C@H]1C2c1ccc(-c2ccccc2C)cc1 (some centres undefined)
  IDE exosite inh: -4.4*

> COc1ccccc1S(=O)(=O)N1[C@@H]2CNC[C@H]1C2c1ccc(-c2ccncc2)cc1 (some centres undefined)
  IDE exosite inh: 0.19&-0.77

> CN(C)C(=O)c1cccc(-c2ccc3c(c2)[C@H]2[C@H](CCN2C(=O)Cc2ccccc2)[C@@H](CO)N3)c1
  IDE exosite inh: 2.3

> OC[C@@H]1[C@@H](c2ccccc2)C2(CN(Cc3cc(F)ccc3F)C2)N1CC1CCCC1
  IDE exosite inh: 0.99

> C[C@@H]1CN([C@H](C)CO)C(=O)CCCn2cc(nn2)CO[C@H]1CN(C)C(=O)Nc1cccc(C(F)(F)F)c1
  IDE exosite inh: -0.37

> OC[C@H]1[C@H](c2ccc(-c3cccnc3)cc2)[C@H]2CN(Cc3ccccn3)CCCCN21
  IDE exosite inh: -3.1*

> CCCC#Cc1ccc([C@@H]2[C@H]3CN(C(=O)c4ccccc4)CC(=O)N3[C@H]2CO)cc1
  IDE exosite inh: 1.9

> COc1ccc(-c2ccc([C@H]3[C@@H](CO)N4C(=O)CN(C(=O)C5CCCC5)C[C@@H]34)cc2)cc1
  IDE exosite inh: -2.5

> O=C(C[C@@H]1C[C@H]2c3cc(NC(=O)C4CCOCC4)ccc3O[C@H]2[C@H](CO)O1)NCc1cccnc1
  IDE exosite inh: 1.2

> CNC[C@@H]1OCCCC[C@@H](C)Oc2ccc(NS(=O)(=O)c3ccc(F)cc3)cc2C(=O)N([C@@H](C)CO)C[C@@H]1C
  IDE exosite inh: 0.35

> CO[C@@H]1CN(C)C(=O)c2cc(NC(=O)NC(C)C)ccc2OC[C@H](C)N(Cc2ccccc2)C[C@@H]1C
  IDE exosite inh: 1.5

> C[C@@H]1C(=O)N[C@H](c2ccc3c(c2)OCO3)CC=CC[C@H](C)Oc2ccccc2C(=O)N1C (mixture of isomers)
  IDE exosite inh: 0.15

> C[C@@H]1CN([C@@H](C)CO)C(=O)CCCn2nncc2CO[C@@H]1CN(C)S(=O)(=O)c1ccccc1C#N
  IDE exosite inh: 0.26

> O=S(=O)(Cc1ccccc1)N1CCCCN2[C@H](CO)[C@@H](c3ccc(C#Cc4ccccc4)cc3)[C@H]2C1
  IDE exosite inh: 5.1

> COc1ccc(S(=O)(=O)N2CCCCN3[C@@H](CO)[C@H](c4ccc(-c5cccnc5)cc4)[C@@H]3C2)cc1
  IDE exosite inh: 2.8

> C[C@@H]1CN([C@H](C)CO)C(=O)c2cc(NC(=O)C3CC3)ccc2O[C@@H]1CN(C)S(=O)(=O)c1ccccc1
  IDE exosite inh: 1.3

> C[C@@H]1CN([C@@H](C)CO)C(=O)CCCn2nncc2CO[C@H]1CN(C)C(=O)CCC(F)(F)F
  IDE exosite inh: 0.47

> N#C[C@@H]1[C@H](c2ccc(C3=CCCC3)cc2)[C@@H](CO)N1c1nc(-c2ccccc2)cs1
  IDE exosite inh: 0.18

> O=C(NC[C@H]1N[C@H](CO)[C@@H]1c1ccc(C2=CCCC2)cc1)C1CCC1
  IDE exosite inh: 1.2

> C[C@@H]1CN([C@@H](C)CO)S(=O)(=O)c2ccc(C#Cc3ccccc3F)cc2O[C@@H]1CN(C)C(=O)Cc1cccnc1
  IDE exosite inh: 0.5

> O=C(Nc1cccc(Cl)c1)N[C@H]1CC[C@@H](CCn2cc(Cc3ccccc3)nn2)O[C@@H]1CO
  IDE exosite inh: -0.088

> O=C(Nc1ccc2c(c1)[C@H]1C[C@@H](CC(=O)N3CCc4ccccc4C3)O[C@H](CO)[C@H]1O2)c1ccc2c(c1)OCO2
  IDE exosite inh: -0.09

> CCCNC(=O)N1[C@H](CO)[C@@H](c2ccccc2-c2ccccc2F)[C@@H]1C#N
  IDE exosite inh: -0.68

> CN(C)C(=O)c1cccc(-c2ccc([C@@H]3[C@H]4CN(C(=O)CC5CC5)CC(=O)N4[C@H]3CO)cc2)c1
  IDE exosite inh: 3.2

> CO[C@H]1CN(C)C(=O)c2ccc(NS(=O)(=O)CC(F)(F)F)cc2OC[C@@H](C)N(Cc2nccs2)C[C@@H]1C
  IDE exosite inh: 0.95

> COc1ccccc1-c1ccc(C2[C@H]3CNC[C@@H]2N3C(=O)Nc2ccccc2F)cc1 (some centres undefined)
  IDE exosite inh: -11*

# Some of the compounds tested; the hit share may differ from the screen's.
